Screens deposited in PubChem by several laboratories.
GPR7 antagonist = antagonists of human GPR7 (neuropeptides B/W receptor 1). GPR7-expressing cells, fluorescence antagonist assay. actives 1.1% (n = 290,000). P48145. inhibition, % at 4.4 µM; in the data active = inhibition above about 16%, passing the limit was not always enough;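 note: cells stimulated with the agonist NPW; 0% = agonist with vehicle and 100% = vehicle without agonist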
Target sequence (P48145 whole entry, looked up): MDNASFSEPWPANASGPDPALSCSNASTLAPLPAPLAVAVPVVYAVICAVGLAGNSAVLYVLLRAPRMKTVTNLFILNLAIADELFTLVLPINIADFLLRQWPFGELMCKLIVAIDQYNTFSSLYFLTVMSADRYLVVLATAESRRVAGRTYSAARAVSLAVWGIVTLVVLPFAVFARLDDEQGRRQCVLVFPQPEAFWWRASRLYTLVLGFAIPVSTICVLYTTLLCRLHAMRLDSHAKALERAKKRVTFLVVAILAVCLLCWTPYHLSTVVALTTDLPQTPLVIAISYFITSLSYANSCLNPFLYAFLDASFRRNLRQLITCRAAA
PHOSPHO1 inh = PHOSPHO1 (human) inhibition. Q8TCT1. recombinant PHOSPHO1, absorbance phosphatase assay. inhibition, % at 13.3 µM. actives 1.1% (n = 290,000); in the data active = inhibition above about 60%
Target sequence (Q8TCT1 whole entry, looked up): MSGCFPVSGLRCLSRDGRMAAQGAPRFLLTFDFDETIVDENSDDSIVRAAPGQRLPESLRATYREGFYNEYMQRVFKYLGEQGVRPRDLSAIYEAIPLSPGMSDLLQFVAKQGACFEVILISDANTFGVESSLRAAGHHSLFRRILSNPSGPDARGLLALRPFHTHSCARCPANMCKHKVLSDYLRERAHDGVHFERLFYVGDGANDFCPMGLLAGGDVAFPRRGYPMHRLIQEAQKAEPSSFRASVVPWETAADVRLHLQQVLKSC
NS3 helicase inh = HCV NS3 helicase inhibition; inhibition, % at 10.9 µM; NS3 helicase DNA unwinding, Cy5 molecular beacon fluorescence; actives 0.56% (n = 290,000);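 active = inhibition above the mean of all tested compounds plus 3 SD, set per campaign, cut at about 35% in these data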;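 note: 0% = DMSO wells and 100% = thioflavine S control wells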
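Material: hepatitis C virus NS3 helicase domain fragment enzyme; measured by: Cy5 fluorescence, 0 and 60 min reads; control set: DMSO and thioflavine S; incubation: 60 min unwinding reaction at 25 °C after ATP addition; read-out basis: % inhibition from 60/0 min fluorescence ratio, DMSO 0%, thioflavine S 100%; repeats: singlicate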
FID counter = fluorescent intercalator displacement, NS3 helicase counter-screen | DNA fluorescent intercalator displacement, fluorescence | inhibition, % at 7.9 µM | actives 0.17% (n = 290,000) | AID 1845; in the data active = inhibition above about 37%;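 note: 0% = vehicle and 100% = reference compound; higher means more ethidium bromide displaced from hairpin DNA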
VIM-2 inh = blocks Pseudomonas aeruginosa VIM-2 metallo-beta-lactamase; inhibition, % at 5.6 µM; actives 0.89% (n = 290,000); purified VIM-2, nitrocefin hydrolysis, epi-absorbance fluorescence;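 active = inhibition above the mean of all tested compounds plus 3 SD, cutoff set per screening run, cut at about 7.5% in these data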;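 note: red hydrolysis product quenches plate fluorescence so inhibitors raise well fluorescence; 0% = enzyme with DMSO and 100% = DMSO without enzyme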
IMP-1 inh = blocks Pseudomonas aeruginosa IMP-1 metallo-beta-lactamase. purified IMP-1, nitrocefin hydrolysis, epi-absorbance fluorescence. inhibition, % at 5.6 µM. actives 0.45% (n = 290,000);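 active = inhibition above the mean plus 3 SD of all compounds in the same screening run, cut at about 4.5% in these data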;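 note: 0% = IMP-1 with DMSO and 100% = DMSO wells lacking enzyme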
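Test system: recombinant IMP-1 enzyme, purified / Medium: HEPES buffer pH 7.1 with ZnSO4 and Brij 35 / Doses: single dose, 5.6 µM / Times: 25 °C, 15 min preincubation, 25 min reaction / Detection: Epi-absorbance via hydrolysed-nitrocefin quenching of white-plate fluorescence, 480/530 nm, EDTA stop / Evaluation: percent inhibition from optical density relative to buffer-blank wells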
V1aR counter = counter-screen for oxytocin receptor agonists: human V1a receptor agonists; P37288; CHO-V1R cells, Fluo-8 calcium fluorescence, agonist mode; 0% DMSO, 100% 3 nM vasopressin; activation, % at 3 µM; actives 0.25% (n = 320,000);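 active = activation above the mean activation of all tested compounds plus 3 SD, per screening run, cut at about 20% in these data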;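 note: signal is peak over basal fluorescence ratio across a 100 second FLIPR read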
GalR3 antagonist = human GalR3 antagonism | O60755 | HEK293 GalR3-CNG cAMP membrane potential fluorescence; galR3 body fused to GalR1 C-terminus | inhibition, % at 3 µM | actives 0.44% (n = 360,000) | AID 651719;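 active = inhibition above the screen-wide average plus 3 SD, cut at about 13% in these data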;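 note: forskolin and galanin both at EC90 stimulate the cells; cAMP rise reported by CNG channel membrane potential dye signal; 0% = forskolin plus galanin with DMSO and 100% = forskolin alone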
OXTR ag = human OXTR agonism; actives 0.32% (n = 320,000); activation, % at 3 µM; CHO-OTR cells, Fluo-8 calcium fluorescence; normalized: DMSO 0%, oxytocin 100%; AID 2435;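 active = activation above the mean of all tested compounds plus 3 SD, cutoff set per screening run, cut at about 20% in these data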;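 note: peak over basal fluorescence ratio from a 100 s FLIPR kinetic read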
Target sequence (P30559 whole entry, looked up): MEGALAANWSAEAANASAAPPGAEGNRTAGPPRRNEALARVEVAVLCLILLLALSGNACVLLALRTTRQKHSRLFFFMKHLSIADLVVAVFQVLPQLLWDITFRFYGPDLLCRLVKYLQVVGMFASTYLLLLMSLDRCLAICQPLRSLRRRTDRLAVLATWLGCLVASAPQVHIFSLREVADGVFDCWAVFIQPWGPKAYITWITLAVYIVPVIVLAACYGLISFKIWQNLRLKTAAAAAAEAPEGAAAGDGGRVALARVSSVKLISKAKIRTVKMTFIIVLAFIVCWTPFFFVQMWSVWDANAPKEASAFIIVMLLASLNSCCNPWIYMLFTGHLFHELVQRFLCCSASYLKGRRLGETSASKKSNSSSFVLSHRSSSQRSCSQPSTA
* marks the source's active call; other numbers are inactive results; . = not tested or not shown.

No.	SMILES	GalR3 antagonist	FID counter	GPR7 antagonist	OXTR ag	PHOSPHO1 inh	NS3 helicase inh	IMP-1 inh	VIM-2 inh	V1aR counter
1	CCOC(=O)N1CCc2c(sc3nc4n(c(=O)c23)N=C(C)CS4)C1	-2	-19	-16	1.1	40	33	-2.6	-0.2	1.4
2	O=C(COc1ccccc1)NS(=O)(=O)c1ccccc1	3	1	-16	0.7	13	1	-3.0	-0.4	0.4
3	Cc1ccc(NS(=O)(=O)c2cc(-c3cc(C)no3)ccc2C(C)C)nc1	1	-39	-13	-0.9	22	5	-2.6	-2.2	-0.1
4	O=C(OCCCOC(=O)c1ccccc1O)c1ccccc1O	2	-17	-9	0.3	9	-5	-2.4	-1.6	-0.5
5	Cc1onc(-c2ccccc2Cl)c1C(=O)N1CCCC1	-3	-15	-5	1.0	44	-5	-4.5	-3.8	0.9
6	O=C(Nc1ccncc1)c1cccc(F)c1	-2	-2	-3	-0.3	-23	0	-1.8	-2.6	1.1
7	CCCCOc1ccc(S(=O)(=O)NCc2csc(C)n2)cc1	-9	-20	0	7.1	3	3	-2.7	-4.7	5.7
8	O=C(Nc1ccc(N2CCOCC2)cc1)C1CC(=O)N(c2ccc(F)cc2)C1 (stereo unspecified)	-7	1	-11	-0.9	1	-1	0.3	-2.0	1.6
9	O=C(c1ccc(S(=O)(=O)N2CCCC2)cc1)N1CCN(c2ccccc2F)CC1	-1	-32	-5	-0.6	28	-5	-1.8	-2.4	1.4
10	Cc1occc1C(=O)N1CCN(c2ccccc2)CC1	0	-3	-4	-0.2	-3	-7	-1.8	-3.5	3.2
11	N#Cc1ccc(NC(=O)Cn2cnc(S(=O)(=O)N3CCCCC3)c2)cc1	-1	1	2	0.6	48	5	0.0	1.7	0.0
12	COc1cc2c(cc1NC(=O)CN(C)Cc1nc3ccccc3c(=O)[nH]1)oc1ccccc12	1	-8	-4	0.0	-6	6	-3.8	-0.9	0.2
13	COc1ccc(CCNS(=O)(=O)c2cccc([N+](=O)[O-])c2)cc1	-11	2	4	-0.6	35	-2	-2.7	-2.5	1.0
14	Cc1ccccc1NC(=O)NCCCN1CCN(C)CC1	0	-2	-5	1.9	23	-7	-2.0	-3.4	0.7
15	Cc1ccc(N(C(=O)C2CCCC2)C2C=CS(=O)(=O)C2)cc1 (stereo unspecified)	-3	-8	-8	-0.4	-14	-8	-0.3	-1.3	0.7
16	COc1ccccc1-c1nc(SCC(=O)Nc2ccccc2F)n[nH]1	-2	-25	-1	0.2	51	4	-2.9	-1.4	0.3
17	CCOCCOCN(C#N)c1nc(OC)nc(N(C)C)n1	-4	-6	-4	0.6	38	-6	-1.6	-0.4	0.1
18	CCOC(=O)c1c(S(=O)(=O)N2CCCCC2C)c(C)n(C)c1C (stereo unspecified)	-8	-18	-13	-0.6	23	2	0.2	-1.5	-0.7
19	COc1ccccc1NC(=O)CN1C(=O)C(C)SC(C)C1=O (stereo unspecified)	-3	-3	-4	6.5	-9	-8	-4.2	-1.9	0.3
20	CC(C)(C)c1ccc(Cn2nnc3c(=O)[nH]c(C4CCCN(C(=O)c5ccco5)C4)nc32)cc1 (stereo unspecified)	-5	-47	-17	-1.3	19	-7	-4.2	-1.4	1.1
21	Cc1ccc(CN2C(=O)CSc3ccc(C(=O)NCCN4CCOCC4)cc32)cc1	.	43*	15	1.1	-14	-24	0.4	-2.0	-0.3
22	COc1ccc(-c2coc3c(CN4CCCCC4C)c(O)ccc3c2=O)cc1 (stereo unspecified)	-8	-2	1	0.8	31	-7	-0.4	0.4	0.0
23	COc1ccc2[nH]c(=O)c(C(c3nnnn3C3CCCCC3)N3CCN(C)CC3)cc2c1 (stereo unspecified)	-6	8	-6	0.0	20	3	-1.4	-3.0	-0.7
24	O=C(COC(=O)c1cccc(Br)c1)NCCc1ccccc1	-4	-21	-10	-2.4	-18	14	-4.4	-1.4	-0.3
25	C=CCNc1nc(-c2c(C)nc3ncccn23)cs1	-7	-5	-16	0.1	-2	-5	3.6	2.6	1.7
26	CNS(=O)(=O)c1ccc(C)cc1	-3	-28	2	-1.5	-2	1	-1.3	-3.0	0.7
27	O=C(N/N=C/c1ccc(C(=O)O)cc1)C(=O)N1CCCCCC1	-1	-4	-13	0.4	33	2	-1.2	1.8	-0.8
28	O=C(/C=C/c1ccc2c(c1)OCO2)Nc1cccnc1	-5	-6	3	0.7	21	-2	-3.7	-2.9	-0.1
29	N#CC1=C(N)NC(SCC(=O)c2ccccc2)=C(C#N)C12CCCC2	-3	-4	-4	7.8	-15	0	-4.0	-3.7	8.5
30	Cc1ccc(-n2c(CSc3nc(C)cc(C)n3)n[nH]c2=S)cc1	-4	-13	-9	-0.2	-25	4	-3.2	4.2	0.1
31	CCOc1ccc(C(NC(=O)CC)c2c(O)ccc3ccccc23)cc1 (stereo unspecified)	-12	-24	3	1.4	14	-14	-3.7	0.5	-0.6
32	Cc1ccc(C(=O)Nc2ccc(Br)cc2)cc1S(=O)(=O)Nc1ccccn1	-1	1	-11	2.2	3	-3	-2.1	-1.9	1.7
33	NS(=O)(=O)c1ccc(CCNC(=O)C2Cc3ccccc3CN2C(=O)c2ccco2)cc1 (stereo unspecified)	-4	-8	-10	1.1	-12	1	-6.3	-2.7	-0.7
34	CC1=C(C(=O)OCc2ccccc2)C(c2ccc(C(C)(C)C)cc2)NC(=O)N1CCCCCC(=O)O (stereo unspecified)	-6	-49	5	-1.4	6	2	-0.3	0.1	20
35	O=C(Nc1ccc(N2CCCC2)cc1)c1cccc(Cl)c1	-1	-4	-1	-2.2	16	10	0.2	0.8	3.5
36	Cc1ccccc1C(=O)c1cccn1CC(=O)NCC1CCCO1 (stereo unspecified)	-4	-11	1	-1.1	9	5	-4.6	0.2	-1.0
37	COCCC(=O)N1CCC(Oc2ccc(C(=O)NC3CCOC(C)(C)C3)cc2)CC1 (stereo unspecified)	-4	-20	4	0.8	24	-1	-0.9	0.0	0.8
38	COc1ccc([N+](=O)[O-])cc1NC1CCCCC1	-3	2	-14	-0.9	36	1	-1.2	-1.9	1.5
39	COc1ccc(NC(=O)CC(NCCc2ccccc2)C(=O)O)c(OC)c1 (stereo unspecified)	-3	-2	-8	0.5	4	2	-2.3	-0.4	0.1
40	O=C(NC1CCCC1)c1cc(-c2ccc(F)cc2)on1	-1	-7	-5	-0.5	24	10	-1.5	-2.2	2.3
41	COC(=O)CCS(=O)(=O)c1ccc(NC(C)=O)cc1	-2	-3	1	0.5	-9	0	-3.0	0.9	-0.3
42	NCCNc1ccc(C(=O)N2c3ccccc3Sc3ccccc32)cc1[N+](=O)[O-]	-14	32	9	6.9	36	-69	-4.4	-2.3	1.0
43	CCOc1ccc2nc(NC(=O)C3CCN(S(=O)(=O)c4cnc[nH]4)CC3)sc2c1	3	-8	-7	-0.5	9	-13	-1.1	2.6	0.2
44	O=C(Nc1ccccn1)c1cc2cc([N+](=O)[O-])ccc2s1	9	5	-7	-0.4	-12	-1	-1.4	-2.6	0.3
45	C[C@]12CC[C@@H]3c4ccc(O)cc4[C@@H](O)C[C@H]3[C@@H]1CC[C@@H]2O	.	-1	-14	0.8	13	4	-3.4	-3.0	0.8
46	COc1cc(O)c(C(CC(=O)N2CCCCC2)c2cc(OC)c(OC)c(OC)c2)c(OC)c1 (stereo unspecified)	-3	.	.	-0.2	31	.	.	.	-0.7
47	Cc1ccc(-n2c(=O)[nH]c3c(oc4ccccc43)c2=O)cc1	-3	-8	-19	0.0	-8	6	-2.7	-3.4	-0.9
48	COc1ccc(CCC(=O)NNC(=O)Nc2ccc(C(C)C)cc2)cc1	-3	-23	6	.	23	14	-0.4	-0.6	.
49	O=C(NCc1ccccc1)C1=C[C@H](c2coc3ccccc3c2=O)C[C@H](OCCCCO)O1	1	-34	-6	-1.4	35	13	-1.9	-3.3	-0.1
50	CCN(CC)S(=O)(=O)c1ccc(C)c(NC(=O)COC(=O)C=C(C)C)c1	4	-27	-14	1.8	28	-2	-3.3	-2.8	1.1

Complete entries as entered above.
Listed for `CCOc1ccc2nc(NC(=O)C3CCN(S(=O)(=O)c4cnc[nH]4)CC3)sc2c1` = GalR3 antagonist: 3; FID counter: -8; GPR7 antagonist: -7; OXTR ag: -0.5; PHOSPHO1 inh: 9; NS3 helicase inh: -13; IMP-1 inh: -1.1; VIM-2 inh: 2.6; V1aR counter: 0.2
Listed for `CC1=C(C(=O)OCc2ccccc2)C(c2ccc(C(C)(C)C)cc2)NC(=O)N1CCCCCC(=O)O` (stereo unspecified) = GalR3 antagonist: -6; FID counter: -49; GPR7 antagonist: 5; OXTR ag: -1.4; PHOSPHO1 inh: 6; NS3 helicase inh: 2; IMP-1 inh: -0.3; VIM-2 inh: 0.1; V1aR counter: 20

(listing goes on)
No.	SMILES	GalR3 antagonist	FID counter	GPR7 antagonist	OXTR ag	PHOSPHO1 inh	NS3 helicase inh	IMP-1 inh	VIM-2 inh	V1aR counter
51	O=C1/C(=C\c2ccc3ccccc3c2)CCCc2ccccc21	-2	-3	-19	1.0	-8	3	-2.6	-1.1	-0.2
52	CCC(=O)N1CCc2cc(-c3csc(NC(=O)c4ccco4)n3)ccc21	-9	-25	-2	-0.5	11	21	-1.7	-0.7	0.1
53	CCCc1[nH]nc2c1C(c1ccc(OC)c(Cn3nc(C)c(Br)c3C)c1)C(C#N)=C(N)O2 (stereo unspecified)	5	-35	9	-1.8	-27	-7	-3.2	-1.2	0.3
54	Nc1cc(S(=O)(=O)Nc2cc(Cl)ccc2Cl)ccc1N1CCCC1	-8	-1	9	1.0	11	24	0.5	2.8	3.1
55	O=C(CSc1nnc(COc2ccccc2)o1)N1CCOCC1	-2	-6	-1	0.3	-65	-4	-4.5	-3.4	0.8
56	O=C(O)CCN1C(=O)/C(=C2\C(=O)N(Cc3ccc(F)cc3)c3ccccc32)SC1=S	-10	-17	15	0.5	2	-5	51*	-0.6	0.0
57	COc1ccc(/C=C/C(=O)OCC(=O)Nc2cccc(Oc3ccccc3)c2)c(OC)c1	-3	-11	6	1.5	-18	-14	-1.2	-2.9	2.5
58	CC(=O)Nc1cc(C(=O)NCc2ccco2)ccc1Sc1ccc(Cl)cc1	-4	-19	4	1.5	-2	3	-0.7	-0.5	0.4
59	CC(C(=O)Nc1ccc(C#N)cc1)N(C)CC(=O)Nc1ccccc1Br (stereo unspecified)	-3	-8	0	0.6	13	14	-2.0	-4.8	2.8
60	CC1(C)CC(=O)C(CC(=O)Nc2ccc(S(N)(=O)=O)cc2)=C(O)C1	-7	-2	1	1.1	-8	1	0.3	1.4	0.1
61	CN(CCc1cn[nH]c1)C(=O)CC1C(=O)NCCN1Cc1ccccc1C(F)(F)F (stereo unspecified)	-3	-6	-8	-0.5	52	0	-4.0	-1.6	0.7
62	COc1ccc(CN2CC(=O)N(c3cccc(Cl)c3)C2=S)cc1OC	-8	-17	-3	6.5	7	-6	-1.2	0.3	4.5
63	CN(C)S(=O)(=O)c1ccc(C(=O)Oc2coc(CSc3ncccn3)cc2=O)cc1	-2	0	-9	-0.7	-15	5	-2.6	-1.4	0.2
64	CCCC(=O)N1CCN(c2nc3ccc(Br)cc3s2)CC1	-9	-42	-9	8.7	31	-7	-1.3	-0.1	5.8
65	Cc1cccc(NC2SC(=O)NC2=O)c1 (stereo unspecified)	-3	-2	6	0.1	-9	5	-1.8	-2.6	-0.1
